# NFkB binder: binders of NF-kB p50 subunit, primary screen, biochemical, small molecule microarray, anti-His fluorescence; Nuclear factor NF-kappa-B p105 subunit (Homo sapiens), P19838; anti-His fluorescence binding; calls only; 1.3% of 17,000 active; AID 624139, 2012;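 active = spot fluorescence over background significantly raised, with a chance value under 7% in all four replicate spots of the compound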;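 note: probe protein is his-tagged human p50 processed subunit at 1 µg/ml; raw spot fluorescence signals with no normalization applied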
# Target sequence (P19838 1-433 limits assumed): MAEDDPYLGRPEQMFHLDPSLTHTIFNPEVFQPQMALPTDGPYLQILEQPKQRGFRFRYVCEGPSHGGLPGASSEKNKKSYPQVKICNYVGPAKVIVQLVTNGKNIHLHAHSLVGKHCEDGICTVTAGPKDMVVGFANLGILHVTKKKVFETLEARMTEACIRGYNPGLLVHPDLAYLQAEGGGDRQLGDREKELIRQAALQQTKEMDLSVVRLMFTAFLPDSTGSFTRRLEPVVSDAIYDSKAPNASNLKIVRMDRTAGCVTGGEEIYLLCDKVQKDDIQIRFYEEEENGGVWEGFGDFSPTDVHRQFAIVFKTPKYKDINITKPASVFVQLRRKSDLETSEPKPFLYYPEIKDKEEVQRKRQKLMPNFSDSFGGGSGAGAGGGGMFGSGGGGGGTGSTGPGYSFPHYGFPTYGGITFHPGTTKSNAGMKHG
# Calls only; i = inactive.
entry	compound	NFkB binder
1	O=C(NCCCN1CCCC1=O)c1cc2ccccc2oc1=O	i
2	Cc1ccc(-c2noc(CCC(=O)NC(C)(C)C)n2)cc1	i
3	C[C@H](CO)N1C[C@H](C)[C@@H](CN(C)S(=O)(=O)c2ccc(F)cc2)Oc2ccc(NC(=O)C3CC3)cc2C1=O	i
4	COc1ccc(S(=O)(=O)Nc2ccc3c(c2)C(=O)N([C@@H](C)CO)C[C@H](C)[C@@H](CN(C)C(=O)c2ccncc2)OCCCC[C@H](C)O3)cc1	i
5	Clc1ccc(C(Cn2ccnc2)OCc2csc3c(Cl)cccc23)c(Cl)c1 (stereo not given)	i
6	C[C@@H]1CN([C@@H](C)CO)C(=O)c2cc(NS(=O)(=O)c3cccs3)ccc2O[C@@H](C)CCCCO[C@@H]1CN(C)C(=O)Nc1ccc2c(c1)OCO2	i
7	C[C@H](CO)N1C[C@H](C)[C@H](CN(C)S(=O)(=O)c2ccc(F)cc2)OCCCC[C@H](C)Oc2ccc(NC(=O)C3CCCCC3)cc2C1=O	i
8	COc1ccc(S(=O)(=O)Nc2cccc3c2O[C@@H](CN(C)C)[C@H](C)CN([C@H](C)CO)C3=O)cc1	i
9	C[C@H](CO)N1C[C@H](C)[C@@H](CN(C)C(=O)Nc2ccccc2)Oc2c(NC(=O)C3CC3)cccc2C1=O	i
10	O=C1C[C@@](C(=O)NCc2ccccc2)(c2ccc([N+](=O)[O-])cc2)[C@@H](c2ccc(CO)cc2I)N1CC12CC3CC(CC(C3)C1)C2	i
11	O=C(NCCCN1CCOCC1)c1cccc([N+](=O)[O-])c1	i
12	COc1ccc(NC(=O)Nc2ccc3c(c2)C(=O)N([C@H](C)CO)C[C@@H](C)[C@@H](CN(C)C)OCCCC[C@@H](C)O3)cc1	i
13	C[C@@H]1CN([C@@H](C)CO)C(=O)c2cccc(NS(C)(=O)=O)c2O[C@H]1CN(C)Cc1ccc2c(c1)OCO2	i
14	COc1ccc(S(=O)(=O)N(C)C[C@H]2Oc3c(NC(=O)C4CCOCC4)cccc3C(=O)N([C@H](C)CO)C[C@@H]2C)cc1	i
15	CCC(=O)c1ccc(OCC(O)Cn2nc(C)cc2C)cc1 (stereo not given)	i
16	CN(C)CCCN1C(=O)C(=O)C(C(=O)c2cccs2)C1c1ccc(Cl)c(Cl)c1 (stereo not given)	i
17	C[C@@H]1CCCCO[C@@H](CN(C)Cc2ccc(C(=O)O)cc2)[C@@H](C)CN([C@@H](C)CO)C(=O)c2cc(NC(=O)c3ccncc3)ccc2O1	i
18	C[C@H]1CN([C@@H](C)CO)C(=O)c2cccc(NS(=O)(=O)c3ccc(F)cc3)c2O[C@H]1CN(C)Cc1ccc(C(F)(F)F)cc1	i
19	Cc1noc(C)c1NC(=O)Nc1cccc2c1O[C@H](CN(C)C)[C@H](C)CN([C@@H](C)CO)C2=O	i
20	COc1ccc(CN(C)C[C@H]2Oc3ccc(NC(=O)Nc4ccc(C(F)(F)F)cc4)cc3CC(=O)N([C@H](C)CO)C[C@H]2C)cc1	i
21	COc1ccc(C)cc1CN1CCC(CNC(=O)Nc2cc(Cl)ccc2C)CC1	i
22	CCCC(O)C#Cc1cnc2c(c1)C(=O)N([C@H](C)CO)C[C@H](C)[C@H](CN(C)Cc1ccc3c(c1)OCO3)O2 (stereo not given in full)	i
23	CNC[C@H]1Oc2c(NS(=O)(=O)c3cccs3)cccc2C(=O)N([C@H](C)CO)C[C@H]1C	i
24	C[C@H](CO)N1C[C@H](C)[C@H](CN(C)Cc2ccc(C(=O)O)cc2)OCCCC[C@H](C)Oc2ccc(NC(=O)Nc3ccc(F)cc3)cc2C1=O	i
25	C[C@@H]1CN([C@@H](C)CO)C(=O)c2cccc(NS(=O)(=O)c3ccccc3)c2O[C@H]1CN(C)C(=O)NC1CCCCC1	i
26	Cc1ccc([N+](=O)[O-])cc1NC(=O)c1cc(S(=O)(=O)N2CCOCC2)c(Cl)cc1Cl	i
27	C1=C(CN2CCOCC2)COc2c1cccc2OCC1CNCCO1 (stereo not given)	i
28	C=CC1c2cc(OC)c(OC)cc2CC(C)N1Cc1ccc(OC)cc1 (stereo not given)	i
29	CC(C)NC(=O)Nc1ccc2c(c1)C(=O)N([C@@H](C)CO)C[C@H](C)[C@H](CN(C)C(=O)Cc1ccccc1)OCCCC[C@@H](C)O2	i
30	C[C@H](CO)N1C[C@H](C)[C@H](CN(C)C)Oc2ccc(NC(=O)Nc3ccc(F)cc3)cc2C1=O	i

# Reformatted: entries from further up
12: COc1ccc(NC(=O)Nc2ccc3c(c2)C(=O)N([C@H](C)CO)C[C@@H](C)[C@@H](CN(C)C)OCCCC[C@@H](C)O3)cc1
  NFkB binder: i
13: C[C@@H]1CN([C@@H](C)CO)C(=O)c2cccc(NS(C)(=O)=O)c2O[C@H]1CN(C)Cc1ccc2c(c1)OCO2
  NFkB binder: i

# Returning to the listing, starting 7 compounds before the break.
entry	compound	NFkB binder
24	C[C@H](CO)N1C[C@H](C)[C@H](CN(C)Cc2ccc(C(=O)O)cc2)OCCCC[C@H](C)Oc2ccc(NC(=O)Nc3ccc(F)cc3)cc2C1=O	i
25	C[C@@H]1CN([C@@H](C)CO)C(=O)c2cccc(NS(=O)(=O)c3ccccc3)c2O[C@H]1CN(C)C(=O)NC1CCCCC1	i
26	Cc1ccc([N+](=O)[O-])cc1NC(=O)c1cc(S(=O)(=O)N2CCOCC2)c(Cl)cc1Cl	i
27	C1=C(CN2CCOCC2)COc2c1cccc2OCC1CNCCO1 (stereo not given)	i
28	C=CC1c2cc(OC)c(OC)cc2CC(C)N1Cc1ccc(OC)cc1 (stereo not given)	i
29	CC(C)NC(=O)Nc1ccc2c(c1)C(=O)N([C@@H](C)CO)C[C@H](C)[C@H](CN(C)C(=O)Cc1ccccc1)OCCCC[C@@H](C)O2	i
30	C[C@H](CO)N1C[C@H](C)[C@H](CN(C)C)Oc2ccc(NC(=O)Nc3ccc(F)cc3)cc2C1=O	i
31	Nc1nc(-c2ccc(Cl)c(Cl)c2)c(-c2ccncc2)s1	i
32	COCC(O)CSc1nc(C)[nH]c1[N+](=O)[O-] (stereo not given)	i
33	O=C(Cn1ccc([N+](=O)[O-])n1)N1CCOCC1	i
34	COc1ccc(S(=O)(=O)N(C)C[C@H]2Oc3ccc(NC(=O)CCN4CCOCC4)cc3C(=O)N([C@@H](C)CO)C[C@H]2C)cc1	i
35	COC(=O)C(CC#Cc1ccc2c(c1)[C@]1(C(=O)N2)[C@H](c2ccc(O)cc2)N2[C@H](c3ccccc3)[C@H](c3ccccc3)OC(=O)[C@H]2[C@@H]1C(N)=O)C(=O)OC	i
36	C[C@H]1CN([C@@H](C)CO)C(=O)CCCn2cc(nn2)CO[C@H]1CN(C)S(=O)(=O)c1ccc(-n2cccn2)cc1	i
37	CNC[C@@H]1OCCCC[C@H](C)Oc2ccc(NC(=O)Nc3cccc4ccccc34)cc2C(=O)N([C@H](C)CO)C[C@@H]1C	i
38	COC(=O)c1c(NC(=O)c2c(OC)cccc2OC)sc2c1C(C(=O)OC)CC2 (stereo not given)	i
39	CC(C)NC(=O)N(C)C[C@@H]1OCc2cnnn2CCCC(=O)N([C@H](C)CO)C[C@H]1C	i
40	O=C(C1=C[C@H](c2ccc(C(F)(F)F)cc2)C[C@H](OCCCCO)O1)N1CCN(Cc2ccc3c(c2)OCO3)CC1	i
41	C[C@@H]1CN([C@H](C)CO)C(=O)Cc2cc(NC(=O)c3ccncc3)ccc2O[C@H]1CN(C)C	i
42	CC(C)NC(=O)Nc1ccc2c(c1)C(=O)N([C@@H](C)CO)C[C@@H](C)[C@@H](CN(C)S(=O)(=O)c1cccs1)OCCCC[C@@H](C)O2	i
43	Cc1noc(C)c1S(=O)(=O)Nc1ccc2c(c1)CC(=O)N([C@@H](C)CO)C[C@@H](C)[C@@H](CN(C)C(=O)NC(C)C)O2	i
44	CNC[C@@H]1Oc2ccc(NS(=O)(=O)c3cccs3)cc2CC(=O)N([C@H](C)CO)C[C@@H]1C	i
45	COc1ccc(C#Cc2cnc3c(c2)C(=O)N([C@H](C)CO)C[C@H](C)[C@H](CN(C)Cc2ccccc2)O3)cc1OC	i
46	C[C@@H]1CN([C@H](C)CO)C(=O)c2cc(NC(=O)CCCN(C)C)ccc2O[C@@H](C)CCCCO[C@@H]1CN(C)C(=O)Nc1ccccc1	i
47	Cc1cc(C)nc(SCC(=O)N2c3ccccc3Sc3ccccc32)n1	i
48	C[C@@H]1CCCCO[C@H](CN(C)S(=O)(=O)c2ccc(F)cc2)[C@@H](C)CN([C@@H](C)CO)C(=O)c2cc(NC(=O)Nc3ccccc3)ccc2O1	i
49	C[C@H](CO)N1C[C@H](C)[C@H](CN(C)S(=O)(=O)c2ccccc2)Oc2ncc(C#Cc3ccccc3)cc2C1=O	i
50	C[C@@H]1CN([C@H](C)CO)C(=O)c2cccc(NS(=O)(=O)c3ccccc3)c2O[C@@H]1CN(C)C(=O)Nc1ccc(C(F)(F)F)cc1	i
51	C[C@H]1CCCCO[C@@H](CN(C)C)[C@@H](C)CN([C@@H](C)CO)C(=O)c2cc(NC(=O)c3ccncc3)ccc2O1	i
52	CC(=O)OCOC(=O)CN(CC(=O)OCOC(C)=O)c1ccccc1OCCOc1ccccc1N(CC(=O)OCOC(C)=O)CC(=O)OCOC(C)=O	i
53	Cc1cc(C)nc(NS(=O)(=O)c2ccc(NC(=O)C3COc4ccccc4O3)cc2)n1 (stereo not given)	i
54	CCC(=O)OCC(=O)[C@@]1(OC(=O)CC)[C@@H](C)C[C@H]2[C@@H]3CCC4=CC(=O)C=C[C@]4(C)[C@@]3(Cl)[C@@H](O)C[C@@]21C	i
55	C[C@@H]1CN([C@H](C)CO)C(=O)c2cc(NS(=O)(=O)c3cn(C)cn3)ccc2O[C@@H]1CN(C)C(=O)Nc1ccc(F)cc1	i
56	CNC[C@@H]1Oc2c(NC(=O)Nc3ccc(C(F)(F)F)cc3)cccc2C(=O)N([C@@H](C)CO)C[C@H]1C	i
57	C[C@@H]1CCCCO[C@@H](CN(C)Cc2ccccc2)[C@H](C)CN([C@@H](C)CO)C(=O)c2cc(NS(=O)(=O)c3cccs3)ccc2O1	i
58	COc1ccc(S(=O)(=O)Nc2cccc3c2O[C@@H](CN(C)CC2CC2)[C@@H](C)CN([C@H](C)CO)C3=O)cc1	i
59	N#Cc1c(NC(=O)Cn2c(=O)oc3ccccc32)oc(-c2ccccc2)c1-c1ccccc1	i
60	O=C(OCC1=CC(O)C2C=CO[C@@H](O[C@@H]3O[C@H](CO)[C@@H](O)[C@H](O)[C@H]3O)C12)c1ccccc1 (stereo not given in full)	i
61	C[C@@H]1CN([C@@H](C)CO)C(=O)c2cc(NC(=O)CCC(F)(F)F)ccc2O[C@H]1CN(C)C(=O)Nc1cccc2ccccc12	i
62	Cc1ccc(S(=O)(=O)Nc2ccc3c(c2)CC(=O)N([C@@H](C)CO)C[C@@H](C)[C@@H](CN(C)Cc2ccc4c(c2)OCO4)O3)cc1	i
63	COC(=O)c1c(-c2ccc(F)cc2)csc1NC(=O)CSc1ncnc2sc3c(c12)CCC3	i
64	Cc1ccccc1C(=O)Nc1ccc(OCC(=O)O)cc1	i
65	COc1ccc(NC(=O)Nc2ccc3c(c2)CC(=O)N([C@H](C)CO)C[C@H](C)[C@@H](CN(C)S(=O)(=O)c2ccc(C)cc2)O3)cc1	i
66	O=C(CSc1nccc(=O)[nH]1)Nc1cccc(F)c1	i
67	COc1ccc(-c2cc(C(=O)N3CCCC3C(=O)O)c(C)o2)cc1OC (stereo not given)	i
68	COC(=O)C(CC#Cc1ccc2c(c1)[C@]1(C(=O)N2)[C@H](c2ccc(OCCO)cc2)N2[C@H](c3ccccc3)[C@H](c3ccccc3)OC(=O)[C@H]2[C@@H]1C(N)=O)C(=O)OC	i
69	CC(C)NC(=O)N(C)C[C@@H]1Oc2ccc(NC(=O)CCCN(C)C)cc2CC(=O)N([C@@H](C)CO)C[C@H]1C	i
70	C[C@H]1CN([C@@H](C)CO)C(=O)c2cccc(NC(=O)NC3CCCCC3)c2O[C@@H]1CN(C)Cc1ccncc1	i
71	CC(=O)Nc1ccc(C(=O)CSc2nc3ccccc3n2C)cc1	i
72	COCCNC(=O)c1ccccc1-c1nc(-c2ccc(OC)c(OC)c2)no1	i
73	C[C@@H]1CN([C@H](C)CO)C(=O)Cc2cc(NC(=O)Cc3cn(C)c4ccccc34)ccc2O[C@H]1CN(C)CC1CCCCC1	i
74	C[C@@H]1CN([C@H](C)CO)C(=O)c2cc(NS(C)(=O)=O)ccc2O[C@@H]1CN(C)C	i
75	Cc1noc(C)c1NC(=O)N(C)C[C@H]1Oc2ccc(NC(=O)Nc3cccc4ccccc34)cc2C(=O)N([C@@H](C)CO)C[C@@H]1C	i
76	O=C(Cn1cc(C(=O)c2ccccc2F)c2ccccc21)Nc1ccccc1	i
77	CNC[C@H]1Oc2c(NC(=O)Nc3ccc(C(F)(F)F)cc3)cccc2C(=O)N([C@H](C)CO)C[C@H]1C	i
78	C[C@H]1CN([C@@H](C)CO)C(=O)c2cc(NC(=O)Nc3ccccc3)ccc2O[C@H]1CN(C)C(=O)Nc1ccccc1	i
79	C=C1CCC2(C(=O)OC3OC(CO)C(O)C(O)C3OC3OCC(O)C(O)C3O)CCC3(C)C(=CCC4C5(C)CCC(OC6OC(CO)C(O)C(O)C6O)C(C)(CO)C5CCC43C)C2C1 (stereo not given)	i
80	CNC[C@@H]1Oc2ccc(NC(=O)CCC(F)(F)F)cc2CC(=O)N([C@H](C)CO)C[C@@H]1C	i
81	CC(C)(C)c1cc(CN2CCOCC2)c(C(=O)O)o1	i
82	COc1cc2ccc(=O)oc2c(O[C@@H]2O[C@H](CO)[C@@H](O)[C@H](O)[C@H]2O)c1OC	i
83	CC#CCc1cc2ccccc2c(=O)o1	i
84	c1ccc2c(c1)OCC(c1nn3c(Cn4cnc5ccccc54)nnc3s1)O2 (stereo not given)	i
85	CC(C)(C)C(=O)CSc1nnc(-c2ccco2)n1Cc1ccco1	i
86	O=C(Nc1ccccc1)N[C@H](Cc1ccccc1)Cn1cc(CN2C(=O)COC[C@H]2c2ccccc2)nn1	i
87	C[C@@H]1CCCCO[C@@H](CN(C)S(=O)(=O)c2ccc(Cl)cc2)[C@@H](C)CN([C@H](C)CO)C(=O)c2cc(NC(=O)c3ccccc3)ccc2O1	i

# Screening data deposited in PubChem BioAssay by Broad Institute.

# Only part of the results is shown. The share of hits here may be higher or lower than overall.
